Mac1 fbg inh: inhibitors of CD11b/CD18 adhesion to fibrinogen, primary screen, K562 cells, luminescence | Integrin beta-2 (Homo sapiens) + Integrin alpha-M (Homo sapiens), P05107+P11215 | ATPlite luminescence; Mn2+ added to activate the integrin | inhibition, % at 10 µM | 93,000 tested, 0.54% active;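 active = primary inhibition of 50% or more at 10 µM, then 40% or more on retest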; note: some results filed as inactive read as strong as hits
Target sequence (P05107 whole entry, looked up, other chains not shown): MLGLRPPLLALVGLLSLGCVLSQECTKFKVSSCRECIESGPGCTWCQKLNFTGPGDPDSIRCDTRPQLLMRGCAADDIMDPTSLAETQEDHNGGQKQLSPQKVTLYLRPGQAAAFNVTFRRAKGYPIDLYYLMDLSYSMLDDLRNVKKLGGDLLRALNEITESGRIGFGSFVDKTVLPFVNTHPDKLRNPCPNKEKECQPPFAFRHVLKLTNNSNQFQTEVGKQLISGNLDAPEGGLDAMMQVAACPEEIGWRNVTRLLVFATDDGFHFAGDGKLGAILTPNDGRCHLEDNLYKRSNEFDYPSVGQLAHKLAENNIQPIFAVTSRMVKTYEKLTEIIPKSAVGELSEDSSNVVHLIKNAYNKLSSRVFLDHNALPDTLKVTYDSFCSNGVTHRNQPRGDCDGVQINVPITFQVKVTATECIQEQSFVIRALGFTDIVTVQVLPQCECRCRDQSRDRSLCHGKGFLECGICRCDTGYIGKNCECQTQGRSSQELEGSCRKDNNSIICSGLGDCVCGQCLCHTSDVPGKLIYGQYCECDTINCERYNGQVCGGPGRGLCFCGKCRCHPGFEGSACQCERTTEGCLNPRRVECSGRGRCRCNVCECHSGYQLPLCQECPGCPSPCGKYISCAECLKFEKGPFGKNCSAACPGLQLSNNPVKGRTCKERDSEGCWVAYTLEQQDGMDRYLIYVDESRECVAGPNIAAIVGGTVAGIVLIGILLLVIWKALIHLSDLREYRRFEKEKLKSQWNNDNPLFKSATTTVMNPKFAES
CYP2C19 inh: blockers of cytochrome P450 2C19 activity – biochemical, luminescence, ADME assay, primary screen | P33261 | CYP2C19 Supersomes, luciferin-H EGE luminescence, 30 min | inhibition, % at 5 µM | 96,000 tested, 21% active;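 active = CYP2C19 inhibition above a set limit at 5 µM in the primary screen, cut at about 50% in these data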;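 note: plate controls were negative control wells for no effect and 2.5 mM tranylcypromine positive control for full effect; values of inactives mirror those of a sister screen read the other way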
ERa SRC1 inh: ERα–SRC-1 coactivator interaction inhibitors, primary screen, biochemical, TR-FRET, ERα LBD, estradiol-bound. AID 629, 2007. 86,000 tested, 1.7% active. TR-FRET ER-alpha LBD / SRC-1 peptide. inhibition, % at 25.6 µM; in the data active = inhibition above about 50%;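 note: 0% = receptor plus peptide control and 100% = peptide only without receptor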
ERa SRC1 pot: enhancers of ERα–SRC-1 coactivator binding, primary screen, biochemical, TR-FRET, ERα LBD, low estradiol; Estrogen receptor (Homo sapiens), P03372; TR-FRET ERalpha-LBD/SRC-Cy5 coactivator binding, 2 h; 100 = basal binding, no effect; coactivator binding (% of control), % at 25.6 µM; 86,000 tested, 1.3% active; AID 639, 2007; in the data active = activity above about 200%;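 note: binding measured in presence of low estradiol as agonist stimulus; 0% = peptide alone without receptor and 100% = receptor with peptide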
CD11b adhes enh: enhancers of CD11b/CD18 adhesion to fibrinogen, primary screen, K562 cells, luminescence | Integrin beta-2 (Homo sapiens) + Integrin alpha-M (Homo sapiens), P05107+P11215 | ATPlite luminescence | activation, % at 10 µM | 93,000 tested, 0.07% active;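 active = 10 µM primary screen giving 50% or more activity, confirmed by 40% or more on retest at that dose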; note: strong numbers were not always called active
Lung fibro prol: antiproliferative effect on LL 47 fibroblasts – human, LL 47 cells, CellTiter-Glo luminescence, primary screen; 85,000 tested, 1.1% active; viability, % at 10 µM; LL 47 human lung fibroblast viability, ATP luminescence; active compounds read low; AID 719, 2007;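 active = viability at or below 50% in the single dose screen; inactive = viability above 50%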;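 note: compound exposure lasted 72 h before the ATP readout; 100% = median luminescence of untreated cell-only wells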
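Material: Human LL 47 lung fibroblast cells | Input: 1,150 cells/well | Buffer or medium: IMEM plus 15% FBS | Compound dosing: 0.1% DMSO in all compound wells | Times: Overnight cell rest, 72 h compound treatment at 37 °C | Signal: CellTiter-Glo luminescence measuring cellular ATP | Measure: % viability versus median cells-only luminescence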
HUVEC inhibit: inhibitors of HUVEC proliferation, primary screen, cell-based, 384-well; CellTiter-Glo luminescence, 72 h; active compounds read low; viability, % at 10 µM (by protocol); 86,000 tested, 1.1% active; AID 648, 2007;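 active = viability at or below 30%; inactive = viability above 30%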;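 note: 100% = median luminescence of DMSO-only cell control wells on each plate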
H69AR growth 86K: proliferation blockers of H69AR lung cancer cells, primary screen, cell-based, human, 86K library; H69AR lung tumor viability, ATP luminescence, 72 h; active compounds read low; viability, % at 10 µM; 85,000 tested, 6% active; AID 598, 2007;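 active = viability at or below 40%; inactive = viability above 40%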;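 note: multidrug resistant small cell line overexpressing MRP-1 efflux transporter; 100% = mean luminescence of untreated control wells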
CYP2C19 activ: human CYP2C19 activators, primary screen, biochemical, luminescence; Cytochrome P450 2C19 (Homo sapiens), P33261; recombinant CYP2C19, luciferin-H EGE luminescence; active compounds read high; 0 = fully inhibited enzyme, 1 = untreated enzyme; activation factor at 5 µM; 96,000 tested, under 10 active; AID 1025, 2008;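 active = activation factor of at least 2 at 5 µM in the primary screen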;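 note: 0 = wells with 2.5 mM tranylcypromine and 1 = vehicle-only wells; values of inactives mirror those of a sister screen read the other way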
The depositor's hits bear a star; · = no result given; [ ] = remark or other dose.

Compound	Mac1 fbg inh	CYP2C19 inh	ERa SRC1 inh	ERa SRC1 pot	CD11b adhes enh	Lung fibro prol	HUVEC inhibit	H69AR growth 86K	CYP2C19 activ
CC(=O)c1cc(C#N)c(SCc2ccc(F)cc2)nc1C	4	9	-7	140	-4	101	93	105	0.9
O=C1NCCN1CCNS(=O)(=O)c1ccc2ccccc2c1	8	16	58*[fluorescence artefact?]	122	2	98	101	95	0.8
CCOc1ccccc1-n1nnnc1SCC(=O)Nc1cc2oc3ccccc3c2cc1OC	2	-4	24[fluorescence artefact?]	172	24	75	78	71	1
COC(=O)c1nn(C23CC4CC(CC(C4)C2)C3)c2c1C(=O)N(c1ccc(F)cc1)C2=O	3	-10	·	·	2	·	·	·	1.1
O=[N+]([O-])/C(=C\Nc1ccccc1Cl)S(=O)(=O)c1ccccc1	-10	5	12	96	-3	100	105	90	0.9
COc1ccc(CCN2C(=O)C3C4CC(C5C(C(=O)N/N=C\c6ccc(Cl)cc6)=NOC45)C3C2=O)cc1OC (stereo not drawn)	-12	20	3	114	-2	101	98	102	0.8
CCn1c(SCC(=O)NCc2cccs2)nnc1-c1ccco1	3	41	6	98	0	101	98	90	0.6
CCOC(=O)C1CCCN(C(=O)C2CCN(S(=O)(=O)c3cccs3)CC2)C1 (stereo not drawn)	-27	75*	2[fluorescence artefact?]	113	3	103	100	95	0.2
Cc1cc(C(=O)Nc2ccc(S(=O)(=O)Nc3onc(C)c3C)cc2)cs1	·	·	-9	123	·	95	86	101	·
O=C1CSC(c2ccccc2F)N1c1ccccc1 (stereo not drawn)	·	·	1[fluorescence artefact?]	110	·	97	88	89	·
CC(C)C(=O)Nc1nc(-c2ccccc2)ns1	·	·	5	98[fluorescence artefact?]	·	110	99	96	·
CN(C)S(=O)(=O)c1ccc(N2CCCC2)c(C(=O)NCc2ccc(Cl)cc2)c1	2	27	·	·	-2	·	·	·	0.7
CCOCCCNC(=O)C1CCN(C(=O)Nc2ccc(C)cc2)CC1	9	-11	-10	140	0	97	95	90	1.1
O=C(CN1C(=O)c2ccccc2C1=O)Nc1ccc(N2CCOCC2)cc1	-6	-18	10[fluorescence artefact?]	92[fluorescence artefact?]	2	97	90	103	1.2
c1nc(N2CCN(Cc3ccc4c(c3)OCO4)CC2)c2[nH]cnc2n1	3	-3	-13	129	0	85	79	86	1
CC(C)N(C(=O)C(F)(F)F)C(C(=O)NC1CCCCC1)c1ccncc1 (stereo not drawn)	·	·	-1	121	·	94	87	102	·
Cc1cc(-c2nnc3n2CCCCC3)c(C)n1-c1ccccc1	-18	34	-7	130	-2	105	104	84	0.7
COc1ccc(CCn2c(N)c(S(=O)(=O)c3cccs3)c3nc4ccccc4nc32)cc1OC	·	·	-6	93	·	94	101	42	·
CN(C)c1ccc(C=NCCC2(O)CCOC(C)(C)C2)cc1 (stereo not drawn)	·	·	-1[fluorescence artefact?]	108	·	98	92	98	·
Cn1c(=O)c2c(nc(NCc3ccccc3)n2CCCc2ccccc2)n(C)c1=O	-6	26	-19	85	1	99	78	78	0.7
Cc1ccc(-c2nnc3n2N=C(c2ccccc2)CS3)cc1	0	-15	0	106	-2	99	106	87	1.2
CN1CCN(C(=O)c2ccc3ccccc3c2)CC1	0	13	3	101	-1	102	97	89	0.9
CCOc1cc(Cl)c(S(=O)(=O)NCc2ccccn2)cc1Cl	23	23	2	100	-4	103	98	45	0.8
CCOC(=O)N1N=C(c2ccccc2)CC1(O)C(F)(F)F (stereo not drawn)	4	23	·	·	3	·	·	·	0.8
CCCN1C(=O)/C(=C/c2cc(C)n(C)c2C)SC1=Nc1ccc(OC)cc1	-8	-5	·	·	4	·	·	·	1.1
Cc1cc(C)nc(SCC(=O)Nc2ccc(S(=O)(=O)N3CCCCC3)cc2)n1	-8	49	-1	82	1	89	82	65	0.5
CCOC(=O)c1cnc2cc(-c3ccc(Cl)cc3)nn2c1N	-3	16	·	·	1	·	·	·	0.8
C=CCNC(=O)CC(C)C(CCCCC)C(=O)O (stereo not drawn)	0	3	3	155	1	102	92	97	1
C=CCOc1cccc(C2C(C(=O)c3ccco3)=C(O)C(=O)N2Cc2ccncc2)c1 (stereo not drawn)	-14	26	-7	102	1	105	91	91	0.7
Cc1ccc(-n2c(SCC(=O)NCC3CCCO3)nc3c(c2=O)SCC3)cc1 (stereo not drawn)	-12	10	1	117	3	97	91	90	0.9

Random excerpt: two compounds from above, in no set order.
Compound	Mac1 fbg inh	CYP2C19 inh	ERa SRC1 inh	ERa SRC1 pot	CD11b adhes enh	Lung fibro prol	HUVEC inhibit	H69AR growth 86K	CYP2C19 activ
CCOC(=O)N1N=C(c2ccccc2)CC1(O)C(F)(F)F (stereo not drawn)	4	23	·	·	3	·	·	·	0.8
CN(C)c1ccc(C=NCCC2(O)CCOC(C)(C)C2)cc1 (stereo not drawn)	·	·	-1[fluorescence artefact?]	108	·	98	92	98	·

(next part)
Compound	Mac1 fbg inh	CYP2C19 inh	ERa SRC1 inh	ERa SRC1 pot	CD11b adhes enh	Lung fibro prol	HUVEC inhibit	H69AR growth 86K	CYP2C19 activ
Cc1cccc(-c2cc3nc4c(c(N5CCOCC5)n3n2)CCCC4)c1	26	26	12	104	3	84	87	58	0.7
COc1ccccc1-c1cc(C(=O)NCc2ccccc2)no1	3	38	5	111	-3	109	96	93	0.6
Cc1cccc(C)c1NC(=O)CSc1nnc(C)n1-c1ccccc1	·	·	-5	102	·	100	94	90	·
COc1cc(/C=N/NC(=O)c2cccs2)ccc1OCc1ccccc1	·	26	1	132[fluorescence artefact?]	·	94	85	62	0.7
Cc1nn(-c2ccccc2)c(C)c1C(=O)OCC(=O)N1CC(=O)Nc2ccccc21	0	-2	-17	101[fluorescence artefact?]	-2	103	87	83	1
CCOC(=O)CC(=O)CSCC(=O)Nc1ccc(C)cc1	-10	54*	-7	128	0	105	93	·	0.5
COc1ccc2c(c1OC)C(=O)N1c3ccccc3C(=O)N(c3ccccc3F)C21 (stereo not drawn)	-5	-10	1	125	1	98	65	3.7*	1.1
N#CC(c1ccc(F)cc1)c1ccc(C(=O)c2ccccc2)cc1 (stereo not drawn)	64	76*	3	34	-4	99	89	94	0.2
COc1cccc(OCCCCCCN2CCOCC2)c1	-10	54*	-11	111	1	87	89	83	0.5
CCSc1nnc(NC(=O)Cc2ccc(OC)c(OC)c2)s1	·	21	-3	106	·	99	119	86	0.8
CCOC(=O)C(=O)Nc1ccc(S(=O)(=O)Nc2ncccn2)cc1	2	-4	-4	93	-4	96	98	96	1
O=C(CSc1nnc(-c2ccc(F)cc2)o1)Nc1ccc(S(=O)(=O)N2CCCC2)cc1	-2	6	-11	114	-2	97	82	82	0.9
COc1ccc2c(c1OC)C(=O)N(c1cccc(C(F)(F)F)c1)C2	-16	10	4	100	-2	107	96	101	0.9
O=C(Nc1nnc(-c2ccc(Cl)cc2)o1)Nc1ccccc1Cl	·	7	8[fluorescence artefact?]	106[fluorescence artefact?]	·	111	89	83	0.9
O=C(Nc1ccccc1N1CCOCC1)c1cnccn1	·	0	4	66	·	96	93	76	1
CC1CN=C(N(Cc2ccccc2)C(=O)Nc2ccccc2)S1 (stereo not drawn)	-3	18	0	109	2	95	96	84	0.8
O=C(CN(C(=O)CCC(=O)Nc1nccs1)c1ccc(F)cc1)NCc1ccco1	-2	65*	4	115	-1	101	89	89	0.3
Cc1ccc(OCCCCn2ccnc2)c(Cl)c1	-1	100*	8	90	-1	102	110	93	0
O=C(Nc1ccc(Cl)cc1Cl)c1n[nH]c(Cn2cncn2)n1	-2	53*	·	·	0	·	·	·	0.5
O=[N+]([O-])c1nn(-c2ccc3c(c2)OCCO3)n(O)c1=NCCCO	2	2	-5	103	-3	97	91	69	1
Cc1nc2ccccc2n1CCc1nc2c3ccccc3nc(SCC(=O)NCc3ccco3)n2n1	16	31	48[fluorescence artefact?]	194[fluorescence artefact?]	7	10*	79	21*	0.7
Cc1cc2c(cc1C)NC(c1nc3ccccc3[nH]1)C1=C(CC(C)(C)CC1=O)N2 (stereo not drawn)	·	-4	-5	114[fluorescence artefact?]	·	96	101	91	1
COCCCN(C(C)=O)c1nc(-c2ccccc2)cs1	-17	47	·	·	5	·	·	·	0.5
Cc1ccccc1Cn1c(-c2cncs2)nc2ccccc21	7	76*	-2	83	-1	87	102	69	0.2
CN1CCN(c2ccccc2NC(=O)c2ccc(Br)o2)CC1	-3	21	-9	112	-2	98	86	80	0.8
Cc1cc(=O)oc2cc(OCC#N)ccc12	5	-22	-7	145	-2	108	98	100	1.2
CCOC(=O)c1c(C)[nH]c(C)c1C(=O)COC(=O)CNC(=O)c1ccc(OCC)cc1	-12	53*	2	110	0	97	104	88	0.5
N#Cc1c(N)sc2c1CCN(C(=O)OCc1ccccc1)C2	-10	93*	-41	70	-4	87	82	70	0.1
Nc1nc2n(n1)C(c1c(F)cccc1Cl)CC(c1ccc(F)cc1)N2 (stereo not drawn)	·	·	1	93	·	93	99	94	·
Cc1nn(C)cc1CN(C)C(=O)c1sc2cccc(Cl)c2c1Cl	-1	97*	-3	116	4	95	101	96	0
CCCCNc1nc2c(c(=O)[nH]c(=O)n2C)n1CCOc1ccccc1	-3	29	3	123	-2	97	89	83	0.7
